Screens (PubChem BioAssay)
FEN1 inhibitor = qHTS Assay for the Inhibitors of Human Flap endonuclease 1 (FEN1); P39748; Recombinant FEN1 flap cleavage, fluorescence, 15 min; Potency, µM (titrated, usually from 114 µM), inactives show top-dose activity change, negative = inhibition, actives largely listed as inhibitors; 390,000 compounds, 0.35% hits; AID 588795, 2011; also: nearly all actives have a fitted effect of over 65% in size
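Compounds are tested as a concentration series against 10 nM FEN1; after a 15 min room-temperature preincubation, 50 nM substrate starts cleavage, with plate reads at 0 and 15 min. Normalized responses are fitted by a Hill equation.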
DT40 TDP1 CPT = qHTS for Inhibitors of human tyrosyl-DNA phosphodiesterase 1 (TDP1): qHTS in cells in presence of CPT; chicken DT40 Tdp1-/-;hTDP1 cells + 20 nM CPT, ATP luminescence, 48 h; Potency, µM (highest dose often 46.2 µM), without a hit: at the top dose activity change, negative = growth inhibition, actives largely listed as inhibitors; 420,000 compounds, 12% hits; AID 686979, 2013; also: nearly all actives have a fitted effect of over 55% in size
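Cell growth measured by CellTiter-Glo luminescence after a minimum 48 h, 37 C compound exposure with 20 nM CPT in Tdp1-knockout DT40 cells stably expressing hTDP1, seeded 400/well; qHTS titration format.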
GCN5L2 inh = qHTS Assay for Inhibitors of GCN5L2; Histone acetyltransferase KAT2A (Homo sapiens), Q92830; GCN5L2 HAT assay, ThioGlo1 CoA-SH fluorescence; Potency, µM (titrated, usually from 58.9 µM), without a hit: at the highest dose activity change, negative = inhibition, usual class: inhibitors; 390,000 compounds, 0.21% hits
Target sequence (Q92830 whole entry, looked up): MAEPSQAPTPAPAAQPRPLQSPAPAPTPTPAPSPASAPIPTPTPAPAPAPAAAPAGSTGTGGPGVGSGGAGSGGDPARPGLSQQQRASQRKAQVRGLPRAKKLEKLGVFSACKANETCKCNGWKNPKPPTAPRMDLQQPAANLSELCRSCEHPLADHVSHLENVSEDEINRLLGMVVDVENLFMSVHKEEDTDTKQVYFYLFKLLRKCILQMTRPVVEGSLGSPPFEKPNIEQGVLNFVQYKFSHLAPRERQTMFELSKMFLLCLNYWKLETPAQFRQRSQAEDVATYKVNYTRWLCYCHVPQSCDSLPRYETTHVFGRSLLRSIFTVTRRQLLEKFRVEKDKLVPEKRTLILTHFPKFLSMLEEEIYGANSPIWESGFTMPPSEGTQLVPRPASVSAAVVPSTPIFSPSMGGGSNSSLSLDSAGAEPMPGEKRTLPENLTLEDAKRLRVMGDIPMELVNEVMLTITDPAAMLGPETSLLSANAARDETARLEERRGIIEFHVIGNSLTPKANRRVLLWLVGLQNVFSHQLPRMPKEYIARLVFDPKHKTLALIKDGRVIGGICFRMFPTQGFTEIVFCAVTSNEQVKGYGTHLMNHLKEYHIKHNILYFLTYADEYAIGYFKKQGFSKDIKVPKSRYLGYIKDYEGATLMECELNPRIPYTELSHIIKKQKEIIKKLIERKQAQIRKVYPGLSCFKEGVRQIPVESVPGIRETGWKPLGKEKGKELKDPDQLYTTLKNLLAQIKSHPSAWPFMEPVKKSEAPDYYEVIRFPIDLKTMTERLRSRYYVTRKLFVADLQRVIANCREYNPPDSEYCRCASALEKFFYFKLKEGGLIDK
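Titration-based screen in which CoA formation is detected via maleimide probe ThioGlo1 (50uM) turning fluorescent on thiol reaction; substrates H3(1-25) 75uM and acetyl-CoA 70uM, GCN5L2 20nM, 20 min incubation at room temperature.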
* hit, by the source's call; ? = inconclusive; · = no result given; & = joins results of further samples. Calls follow the shape of the dose curve; as a rule, active = well fitted curve in the direction sought with a large enough effect; inconclusive = small, poorly fitted or top-dose-only effect, or another doubt; inactive = no such curve, though single readings can be large; an effect the other way counts as inactive or inconclusive. % is scaled to controls: 0 for no effect and ±100 for the full control effect; potency is read from the fitted curve at half-maximal effect. Some of the compounds tested (hit frequency here may not be typical).

SMILES	FEN1 inhibitor	DT40 TDP1 CPT	GCN5L2 inh
Cc1cc(NC(=O)Cn2cc(C(F)(F)F)cc(Cl)c2=O)no1	3%	-9%	-5%
COc1cc(C(=O)NCC(c2cccs2)S(=O)(=O)c2cccs2)cc(OC)c1OC (configuration not stated)	-2%	?	-5%
CN(C)CCCN(C(=O)c1ccco1)c1nc2cc3c(cc2s1)OCO3	-17%	3.7µM*	-2%
CCNC(=O)CC1C(=O)N(c2ccc(F)cc2)C(=O)N1Cc1ccc(OC)c(OC)c1 (configuration not stated)	19%	-10%	-2%
COC(=O)COc1cccc2c(=O)n(CC(=O)NCc3ccc(F)cc3)ccc12	-23%	1µM*	-1%
CC1CCCC(C)N1CCCNC(=O)c1ccc2nc(N3CCCCC3)sc2c1 (configuration not stated)	-11%	-1%	-13%
CCOc1ccc(NC(=O)N2CCN(C(=O)c3ccco3)CC2)cc1	2%	-1%	-36%
Cc1ccc(C(=O)CNc2ccc(Br)cc2)cc1	9%	-13%	-14%
Cn1cccc1C(=O)OCC(=O)N1CC(=O)Nc2ccccc21	19%	3%	-8%
CC1(C)Cc2c(cnn2-c2ccccc2)C(NC(=O)c2ccoc2)C1 (configuration not stated)	0%	-13%	-5%
O=C(NC1CCCC1)C(c1ccc(Cl)cc1)N1CCc2ccccc21 (configuration not stated)	-11%	-13%	?
Cc1cc(C(C)(C)C)cc(C)c1C(=O)O	2%	9%	-27%
Cc1ccc(CNC(=O)Nc2ccccc2)cc1	-12%	?	5%
CCOC(=O)c1ccc(NC(=O)c2cnc(N3CCCC3)nc2C)cc1	12%	?	-1%
CCNC(=O)CN(C1CCCCC1)S(C)(=O)=O	-4%	-1%	1%
Cc1ccc(C2(c3ccc(C)cc3)CC2C(=O)NC(C)C)cc1 (configuration not stated)	2%	-4%	-2%
CCOc1ccc(S(=O)(=O)n2nc(C)cc2C)cc1	-6%	15%	0%
CCc1ccc2nc(N3CCC(C(=O)O)CC3)sc2c1	-3%	5%	0%
CN(CC(=O)Nc1ccc(F)c(F)c1F)C(=O)C1CSC2(C)CCC(=O)N12 (configuration not stated)	21%	-22%	2%
CC[N+](C)(CC)CC(=O)OCC1C(C)C=C(C)CC1C (configuration not stated)	3%	?	-17%
O=C(O)CSc1nnc(Cn2cnc3ccccc32)n1CCc1ccccc1	-3%	-2%	2%
COc1cccc(S(=O)(=O)N2CCN(Cc3ccc4c(c3)OCO4)CC2)c1	-4%&-9%	5%&-9%	-7%&-16%
COC(=O)C1CN(S(=O)(=O)c2ccc(C)cc2)CCN1S(=O)(=O)c1ccc(C)cc1 (configuration not stated)	7%	?	-20%
CC1Cc2cc(S(=O)(=O)N3CCC(C(=O)N(C)Cc4ccco4)CC3)ccc2N1C(=O)C1CCC1 (configuration not stated)	22%	?	-13%
Cc1[nH]cnc1C(=O)N/N=C/c1c(Cl)cccc1Cl	-12%	?	-4%
CSc1ncccc1C(=O)OCc1ccc(Br)cc1	-1%	5%	-16%
CN1CCN(c2ncc3nc(-c4cn(C)c5ccccc45)c(=O)n(Cc4cccs4)c3n2)CC1	·	1.6µM*	-12%
COC(=O)c1ccc2c(c1)N(Cc1ccc(F)cc1)C(=O)c1ccccc1S2	6%	0%	-1%
N#CCCCC1(CCCC#N)OCCO1	-1%	5%	·
Cc1nccn1-c1ccc(C(F)(F)F)cc1[N+](=O)[O-]	39%	-13%	-1%
COCC1CCN(C(=O)c2cc(COc3ccc(-n4cncn4)cc3)on2)C1 (configuration not stated)	-2%	8%	-16%
O=C(Cc1n[nH]c(=O)c2ccccc12)OCC(=O)N(Cc1ccccc1)Cc1ccccc1	-19%	?	-1%
Cc1ccc(-c2nn(C)c(=O)c3ccccc23)cc1CNS(C)(=O)=O	3%	-12%	-8%
CCN(CC(=O)Nc1ccccc1C(F)(F)F)C(=O)CN1C(=O)NC(C)(c2ccc3ccccc3c2)C1=O (configuration not stated)	14%	?	·
Cc1ccc(Cl)c(OCC(=O)Nc2cc(S(=O)(=O)N3CCOCC3)ccc2N2CCCC2)c1	-21%	16µM*	-8%
Cc1csc2c(=O)sc(NC(=O)c3ccc(F)cc3Cl)nc12	-24%	-3%	-7%
COc1ccc(C(CCN(Cc2ccc(OC)c(OC)c2)C(C)=O)C(C)C)cc1 (configuration not stated)	-19%	18µM*	-10%
CC1(c2nnc(-c3cccc(Cl)c3)o2)CC(c2cccc(Cl)c2)=NO1 (configuration not stated)	-13%	?	·
O=C(Nc1ccc2c(c1)OCO2)c1ccc2c(c1)S(=O)(=O)c1ccccc1C2=O	12%	-13%	·
CC1CCCCC1NC(=O)c1cccc(NC2=NC3CS(=O)(=O)CC3S2)c1 (configuration not stated)	0%	2%	0%
O=C(O)c1cccc(NS(=O)(=O)c2ccc3c(c2)C(=O)c2ccccc2C3=O)c1	?	-9%	-20%
CC(=O)Nc1ccc(NC(=O)c2ccc(S(=O)(=O)N(C)c3ccccc3)cc2)cc1	10%	?	2%
COc1ccccc1-c1cc(C(=O)N2CCCCC2)no1	-14%	-29%	-8%
Cc1ccc(C(=O)NC(=S)Nc2cccnc2Cl)cc1	11%	?	0%
Clc1cccc(Sc2ccc(-c3ccccn3)s2)c1	-18%	2%	-2%
O=C(NNCNNC(=O)c1ccncc1)c1ccncc1	·	?	2%
COc1ccc(NC(=O)c2cc(-c3ccccc3Cl)on2)cc1OC	?	-5%	-16%
Cc1cc(NC(=O)CCCn2nc([N+](=O)[O-])cc2C)no1	1%	-1%	-5%
Cc1ccc(NC(=O)c2sc3ccccc3c2Cl)cc1	-4%	-23%	-6%
COC(=O)[C@@H](Cc1ccc(O)cc1)NC(=O)[C@H]1CCC(=O)N1C(=O)OCc1ccccc1	19%	12%	-17%
O=C(NNS(=O)(=O)c1ccccc1)Nc1ccc(F)cc1	3%	-16%	0%
O=C(C[n+]1cccc(O)c1)Nc1ccc(Br)cc1	8%	1%	0%
Cc1nnsc1-c1nc2ccccc2[nH]1	0%	3%	?
CC(C)(C)OC(=O)NCCCC[C@H](NC(=O)c1[nH]cnc1C(=O)Nc1ccc(Cl)cc1)C(=O)OC(C)(C)C	-12%	?	?
Cc1oc(-c2ccccc2)nc1C(=O)OCC(=O)NC(C)c1ccccc1 (configuration not stated)	-1%	-29%	-5%
COC(CNC(=O)c1cn(C)c2ccc(S(=O)(=O)N(C)C3CCCCC3)cc2c1=O)OC	11%	-25%	-4%
C#Cc1ccc([C@@H]2C=C(C(=O)N3CCOCC3)O[C@H](OCc3ccc(CO)cc3)C2)cc1	-7%	?	·
CCOc1ccccc1NC(=O)N1C2CCCC1CC(NC(=O)C1CC1)C2 (configuration not stated)	7%	?	-3%
CCCS(=O)(=O)Nc1cc(-c2cn3ccc(C)cc3n2)ccc1C	7%	-7%	-5%
COc1ccc(CNC(=O)C2CC(=O)N(C3CCCCC3)C2)cc1 (configuration not stated)	-2%	-5%	10%

(listing goes on)
SMILES	FEN1 inhibitor	DT40 TDP1 CPT	GCN5L2 inh
CC(=O)Nc1ccc(-c2nnn(CC(=O)c3ccccc3)n2)cc1Cl	2%	-18%	3%
COc1cc(CN2CCCC(N3CCN(c4ccccc4C)CC3)C2)ccc1O (configuration not stated)	?	13µM*	-3%
CCCCN(C1CCS(=O)(=O)C1)S(=O)(=O)c1cc(C)ccc1C (configuration not stated)	-5%	-1%	-1%
COC(=O)C1=C(N)OC2=C(C(=O)CC(C)(C)C2)C1c1ccccc1OCC#N (configuration not stated)	3%	18%	3%
COc1cc(CCC(=O)OCC(=O)Nc2c(F)cccc2F)cc(OC)c1OC	-4%	-2%	-2%
Cc1ccc(-n2ncc3c(=O)[nH]c(SCC(=O)N4CCOCC4)nc32)cc1	-2%	-6%	-15%
CC(C)=CCc1c(-c2ccc(O)cc2O)oc2c3c(cc(O)c2c1=O)OC(C)(C)C=C3	?	21µM*	·
CCc1ccc(Nc2n[n+](-c3ccccc3)c(-c3ccc(OCc4ccccc4)cc3)s2)cc1	-1%	4.6µM*	-24%
O=C(O)CN1C(=O)C2(OCCCO2)c2ccccc21	-12%	2%	-9%
O=C(CN1C(=O)NC(c2ccccc2)(c2ccccc2)C1=O)NCCNCCO	-11%	-15%	2%
O=C(CSc1ccc2c(c1)OCCO2)Nc1ccc(Cl)cn1	0%	-29%	-6%
CC(C)(C)S(=O)(=O)N1C[C@@H]2CC/C=C\C/C(c3ccccc3)=C\2[C@H]1CCO	-5%	?	·
C=CCc1cccc2ccc(=O)oc12	-3%	-14%	16%
Cc1ccc(C(=O)N/C(=C\c2cn(C)c3ccccc23)C(=O)NCCCn2ccnc2)cc1	-13%	1%	-4%
CCOC(=O)c1c(NC(=O)CC2Nc3cc(C)c(C)cc3NC2=O)sc(C)c1C (configuration not stated)	-1%	?	3%
COc1ccc(OC)c(NC(=O)NC2CCCCCCC2)c1	-3%	?	-1%
COc1ccc(-c2csc(Nc3cccc(C)n3)n2)cc1C	-12%	-9%	-8%
O=C(C[C@@H]1C/C=C\CCC(=O)OC[C@@H]2CCCN2C1=O)N[C@@H](CO)Cc1ccccc1	-5%	-10%	-9%
COc1ccc(NC(=O)CN(C)S(=O)(=O)c2ccccc2)c([N+](=O)[O-])c1	-4%	18%	-5%
O=C(Nc1ccccc1Cl)NN1CCCCCC1	-1%	-27%	·
O=C(CSc1nnc(-c2ccncc2)n1-c1ccc(F)cc1)NC(=O)NCc1ccco1	-32%	-8%	-17%
OC1(c2ccc(Br)cc2)CCN(Cc2cccc(Br)c2)CC1	-29%	21µM*	-21%
COc1cccc(CC(=O)OC(C)C(=O)Nc2ncc(Cl)cc2Cl)c1 (configuration not stated)	19%	-20%	-6%
O=C1/C(=C/c2cccc3ccccc23)CCCc2ccccc21	2%	-19%	-7%
Cc1c(N=Nc2ccc(O)cc2)c(=O)n(-c2ccccc2)n1C	-10%	3%	-2%
CC(C)n1cnc2c(=S)nc[nH]c21	-3%	-10%	0%
CCNc1ncc2nc(C)c(=O)n(Cc3cccs3)c2n1	·	-4%	-15%
OCCN1CCN(CC(O)COC(c2ccc(F)cc2)c2ccc(F)cc2)CC1 (configuration not stated)	14%	3%	-6%
COc1ccc(NC(=O)N(CCO)Cc2cc3c(C)cc(C)cc3[nH]c2=O)cc1	-4%	-4%	-9%
COc1ccc(CCNC(=O)c2cc(Nc3cc(C)cc(C)c3)nc3ccccc23)cc1OC	?	8.2µM*	-18%
Cc1ccc(-c2nnc(SCC(=O)NC3CCCC3)nc2-c2ccc(C)cc2)cc1	-2%	18µM*	-1%
CCc1ccc(S(=O)(=O)c2nnn3c2nc(NCCNC(C)=O)c2ccccc23)cc1	-7%	-1%	-3%
COCCCn1cnnc1SC(C)C(=O)Nc1ccc(S(=O)(=O)N2CCOCC2)cc1 (configuration not stated)	5%	2%	0%
O=C(/C(=N\O)n1cncn1)c1ccc(Br)cc1Br	7%	-1%	-1%
O=C(O)CCn1c(C2CCCCC2)nc2ccccc21	1%	0%	1%
Cc1ccc(NC(=O)CN(C)C(=O)COC(=O)c2ccc(Cl)cc2O)cc1	3%	?	-6%

Arranged by heavy-atom count (highest first): 13 of the compounds above.
SMILES	FEN1 inhibitor	DT40 TDP1 CPT	GCN5L2 inh
COc1ccc(CCNC(=O)c2cc(Nc3cc(C)cc(C)c3)nc3ccccc23)cc1OC	?	8.2µM*	-18%
O=C(CSc1nnc(-c2ccncc2)n1-c1ccc(F)cc1)NC(=O)NCc1ccco1	-32%	-8%	-17%
CCc1ccc(S(=O)(=O)c2nnn3c2nc(NCCNC(C)=O)c2ccccc23)cc1	-7%	-1%	-3%
Cc1ccc(-c2nnc(SCC(=O)NC3CCCC3)nc2-c2ccc(C)cc2)cc1	-2%	18µM*	-1%
OCCN1CCN(CC(O)COC(c2ccc(F)cc2)c2ccc(F)cc2)CC1 (configuration not stated)	14%	3%	-6%
Cc1ccc(NC(=O)CN(C)C(=O)COC(=O)c2ccc(Cl)cc2O)cc1	3%	?	-6%
COc1cccc(CC(=O)OC(C)C(=O)Nc2ncc(Cl)cc2Cl)c1 (configuration not stated)	19%	-20%	-6%
O=C1/C(=C/c2cccc3ccccc23)CCCc2ccccc21	2%	-19%	-7%
OC1(c2ccc(Br)cc2)CCN(Cc2cccc(Br)c2)CC1	-29%	21µM*	-21%
CCNc1ncc2nc(C)c(=O)n(Cc3cccs3)c2n1	·	-4%	-15%
O=C(O)CCn1c(C2CCCCC2)nc2ccccc21	1%	0%	1%
O=C(/C(=N\O)n1cncn1)c1ccc(Br)cc1Br	7%	-1%	-1%
CC(C)n1cnc2c(=S)nc[nH]c21	-3%	-10%	0%
